PfM18AAP inh – blocks P. falciparum M18 aspartyl aminopeptidase; recombinant PfM18AAP, H-Glu-NHMec fluorogenic cleavage; inhibition, % at 7.35 µM; 1.2% of 290,000 active;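 active means inhibition above the campaign mean inhibition over all tested compounds plus 3 SD, cut at about 28% in these data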;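 further: 0% = plate median of test compound wells and 100% = 2 mM ZnCl2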
VIM-2 inhibitor – inhibitors of Pseudomonas aeruginosa VIM-2 metallo-beta-lactamase | purified VIM-2, nitrocefin hydrolysis, epi-absorbance fluorescence | 0.89% of 290,000 active | inhibition, % at 5.6 µM;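 active means inhibition above the mean of all tested compounds plus 3 SD, cutoff set per screening run, cut at about 7.5% in these data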;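 further: red hydrolysis product quenches plate fluorescence so inhibitors raise well fluorescence; 0% = enzyme with DMSO and 100% = DMSO without enzyme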
PHOSPHO1 inh – PHOSPHO1 (human) inhibition. AID 1565. 1.1% of 290,000 active. recombinant PHOSPHO1, absorbance phosphatase assay. Q8TCT1. inhibition, % at 13.3 µM; in the data active means inhibition above about 60%
Target sequence (Q8TCT1 whole entry, looked up): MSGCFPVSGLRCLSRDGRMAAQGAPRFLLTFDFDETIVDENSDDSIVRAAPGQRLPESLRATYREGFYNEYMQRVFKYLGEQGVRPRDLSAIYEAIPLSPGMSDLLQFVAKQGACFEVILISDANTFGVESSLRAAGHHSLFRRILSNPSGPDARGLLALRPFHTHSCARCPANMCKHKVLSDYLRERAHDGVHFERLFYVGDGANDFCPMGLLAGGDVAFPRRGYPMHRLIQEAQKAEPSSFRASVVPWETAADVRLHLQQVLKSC
IMP-1 inhibitor – inhibitors of Pseudomonas aeruginosa IMP-1 metallo-beta-lactamase; purified IMP-1, nitrocefin hydrolysis, epi-absorbance fluorescence; inhibition, % at 5.6 µM; 0.45% of 290,000 active;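 active means inhibition above the mean plus 3 SD of all compounds in the same screening run, cut at about 4.5% in these data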;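 further: 0% = IMP-1 with DMSO and 100% = DMSO wells lacking enzyme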
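System: purified IMP-1 / Input: IMP-1 dispensed at 0.2 nM / Medium: 50 mM HEPES pH 7.1, 50 µM ZnSO4, 0.05% Brij 35 / Timing: 15 min enzyme–compound preincubation, then 25 min nitrocefin reaction, 25 °C / Technique: plate fluorescence quenching by hydrolysis product, ex 480/em 530 nm / Repeats: singlicate testing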
IDE cell inh – inhibitors of human insulin-degrading enzyme in cells | P14735 | 0.41% of 320,000 active | inhibition, % at 5.59 µM | AID 434962 | HEK cells, FAbetaB cleavage, fluorescence polarization;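 active means percent inhibition above the average of all tested compounds plus 3 SD, set per screening campaign, cut at about 16% in these data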;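 further: IDE supplied by intact live HEK cells; FP after avidin binding of uncleaved biotin substrate so inhibition keeps polarization high; 0% = DMSO wells and 100% = 60 µM reference IDE inhibitor Ii1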
IDE act – boosts human insulin-degrading enzyme activity in HEK cells; FAbeta-B cleavage, fluorescence polarization; 0% vehicle, 100% cell-free pure enzyme wells; activation, % at 5.96 µM; 0.073% of 340,000 active;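 active means activation above the mean of all tested compounds plus 3 SD, set per screening campaign, cut at about 17% in these data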
p-CIP stab down – p/CIP protein destabilization | AID 1984 | 0.01% of 290,000 active | decrease of EGFP signal, % at 10 µM | Q05BA5 | F442A p/CIP-EGFP cells, EGFP fluorescence, 16 h;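 active means EGFP signal decrease of at least 30% at 10 µM or well 3 SD below plate mean, unless failing retest; inactive means the rest, including hits failing retest or dose response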; further: some compounds called inactive have numbers as strong as hits; many of its hits are not listed in these tables
NALP1 yeast inh – blocks the NALP1 inflammasome reconstituted in yeast. S. cerevisiae NALP1/ASC/caspase-1 growth, X-gal OD620, 72 h. inhibition, % at 10 µM. AID 2071. 0.61% of 280,000 active; in the data active means inhibition mostly above about 24%, no sharp cut-off; inactive means mostly below about 32%; further: some compounds called inactive have numbers as strong as hits
GPR7 antagonist – antagonists of human GPR7 (neuropeptides B/W receptor 1) | P48145 | GPR7-expressing cells, fluorescence antagonist assay | inhibition, % at 4.4 µM | 1.1% of 290,000 active | AID 1861; in the data active means inhibition above about 16%, passing the limit was not always enough;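 further: cells stimulated with the agonist NPW; 0% = agonist with vehicle and 100% = vehicle without agonist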
Target sequence (P48145 whole entry, looked up): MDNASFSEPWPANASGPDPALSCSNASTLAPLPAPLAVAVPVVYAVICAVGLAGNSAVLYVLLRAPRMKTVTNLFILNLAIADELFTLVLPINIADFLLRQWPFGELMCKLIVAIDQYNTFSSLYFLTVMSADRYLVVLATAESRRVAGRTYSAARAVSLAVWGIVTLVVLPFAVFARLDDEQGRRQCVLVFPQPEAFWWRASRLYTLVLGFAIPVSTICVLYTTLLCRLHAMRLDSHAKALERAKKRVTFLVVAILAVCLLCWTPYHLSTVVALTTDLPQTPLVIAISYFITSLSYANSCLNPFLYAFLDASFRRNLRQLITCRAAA
The depositor's hits bear a star; . = not tested or not shown.

SMILES	PfM18AAP inh	VIM-2 inhibitor	PHOSPHO1 inh	IMP-1 inhibitor	IDE cell inh	IDE act	p-CIP stab down	NALP1 yeast inh	GPR7 antagonist
COc1ccc(-c2nc(CN3CCC(C(=O)NC4CC4)CC3)c(C)o2)cc1OC	0	-0.8	12	-2.9	-1	1	-13	-4	1
O=C(CNC(=O)c1ccco1)N/N=C/c1ccc(C(=O)O)cc1	3	-1.7	17	-3.1	-6	2	-24	-13	-14
CC1C(=NO)C(C)C(c2ccccc2)NC1c1ccccc1 (stereo not drawn)	-12	-2.5	10	-2.4	6	5	1	19	4
O=C1CS/C(=N/N=C/c2ccc(OS(=O)(=O)c3ccccc3)cc2)N1	1	-2.5	1	-2.7	4	1	5	-10	-1
O=C(c1cccc(C(F)(F)F)c1)N1CCN(S(=O)(=O)c2ccc(Cl)s2)CC1	4	-3.0	32	-3.0	3	-2	-14	7	-1
COc1ccc(S(=O)(=O)N2CCC(Cc3ccccc3)CC2)cc1C(N)=O	1	1.0	19	-1.4	5	-5	4	1	-14
Cc1nc2cc(-n3ccc(=O)cc3)ccc2n1-c1ccccc1	-2	-0.5	-10	-1.6	2	2	7	-6	3
CC(C)c1cc(N2CCOCC2)n2ncc(-c3ccccc3)c2n1	2	-2.8	23	-3.8	.	4	9	18	-22
CC1CCN(S(=O)(=O)c2ccc3c(c2)N(CC(=O)NCCN2C(C)CCCC2C)C(=O)CS3)CC1 (stereo not drawn)	-1	1.1	13	-1.9	4	2	5	26	-1
COC(=O)C1=C(C)NC(C)=C(C(=O)OC)C1c1cc2cc(C)ccc2[nH]c1=O	8	-0.1	13	-1.4	3	0	-19	.	1
OCC(O)C1OC(Nc2ccc(Cl)cc2)C(O)C1O (stereo not drawn)	-14	0.0	18	-0.7	3	14	-7	.	-5
O=c1c(Cl)c(N2CCCCC2)cnn1-c1nc2ccccc2[nH]1	-3	-2.7	-10	-3.2	-4	-2	-22	-13	-7

Some of the entries so far, comma-delimited.
canonical_smiles,PfM18AAP inh,VIM-2 inhibitor,PHOSPHO1 inh,IMP-1 inhibitor,IDE cell inh,IDE act,p-CIP stab down,NALP1 yeast inh,GPR7 antagonist
COc1ccc(S(=O)(=O)N2CCC(Cc3ccccc3)CC2)cc1C(N)=O,1,1.0,19,-1.4,5,-5,4,1,-14
Cc1nc2cc(-n3ccc(=O)cc3)ccc2n1-c1ccccc1,-2,-0.5,-10,-1.6,2,2,7,-6,3
CC(C)c1cc(N2CCOCC2)n2ncc(-c3ccccc3)c2n1,2,-2.8,23,-3.8,.,4,9,18,-22

(list continues)
SMILES	PfM18AAP inh	VIM-2 inhibitor	PHOSPHO1 inh	IMP-1 inhibitor	IDE cell inh	IDE act	p-CIP stab down	NALP1 yeast inh	GPR7 antagonist
COc1ccc(NS(=O)(=O)c2cccc(NC(=O)CCC(=O)c3cccs3)c2)cc1	0	-1.4	2	-4.1	5	-1	2	30	-5
CC(CCc1ccccc1)NS(=O)(=O)c1ccccc1F (stereo not drawn)	2	-1.3	30	-4.8	-4	3	-10	7	-9
O=C(CCC(=O)c1cccs1)NCC(=O)Nc1ccc(F)c(F)c1F	-12	-1.0	-4	-3.0	6	-5	-6	.	-10
CCOC(=O)C1=C(C)N=c2sc(=C(C)C)c(=O)n2C1c1ccc(N(C)C)cc1 (stereo not drawn)	5	-1.9	.	-1.9	-1	-1	.	.	-6
CC(=O)Nc1ccc(Nc2cc(C)nc3c(-c4ccc(Cl)cc4)cnn23)cc1	-1	-0.8	-2	-5.0	12	-7	10	32	3
CC(C)Oc1cc(NC(=O)CS(=O)CC(=O)N(C)C)c(Cl)cc1Cl (stereo not drawn)	-3	0.2	24	-0.8	-1	2	-19	-12	-2
COc1ccc(C(C#N)N2CCOCC2)cc1 (stereo not drawn)	-2	0.6	-17	-1.6	1	9	3	-1	-17
COC(=O)c1nn2c(C(F)(F)F)cc(-c3ccc(Br)o3)nc2c1Br	-14	-0.7	25	1.4	2	-3	1	2	-6
CCOC(=O)c1[nH]c2ccccc2c1N=CN(C)C	10	-2.7	.	-0.2	2	5	.	.	-6
CCCNc1cc(C)oc(=O)c1C(=O)CC	-5	0.0	-32	1.1	4	4	-6	-4	-5
COc1ccccc1-c1cc(C(=O)Nc2cc(C)on2)no1	4	-2.8	11	-3.2	-2	-2	-7	7	5
CCOc1ccc(/C=N/NC(=O)c2nnn(-c3nonc3N)c2CN(C)C2CCCCC2)cc1	2	-1.6	45	-0.1	0	0	5	11	17
Cc1nn(C)c(C(=O)NC2C3CC4CC(C3)CC2C4)c1Cl (stereo not drawn)	-5	-4.5	6	-0.1	1	3	-4	41	-7
O=C(CSc1ccc2nnc(-c3ccccn3)n2n1)Nc1cccc(F)c1	-1	0.1	32	-0.6	4	2	-7	9	1
CNC(=O)COc1coc(CN2CCN(c3ccccc3F)CC2)cc1=O	2	-2.6	50	-2.9	-1	-6	2	7	-9
O=C(O)/C=C/C(=O)Nc1ccc(SC(F)(F)F)cc1	-3	-1.8	-17	-1.1	4	-4	7	19	-2
COc1ccc(NC(=O)C2CC(=O)N(CCc3ccc(F)cc3)C2)c(OC)c1 (stereo not drawn)	-21	-0.3	-11	-1.3	-2	1	-6	14	-6
O=C(c1c(F)cccc1Cl)N1CCN(c2ccccn2)CC1	-4	-0.6	24	-2.5	3	1	6	13	-1
S=c1nc(-c2cc(Cl)cc(Cl)c2)[nH][nH]1	-1	-5.2	20	-3.2	2	-2	-10	11	-10
O=C(N/N=C/c1ccccc1OC(F)F)NC1CCCCC1	11	-0.6	48	-1.1	-3	-5	-8	.	-7
COc1ccc(C(C#N)C2(C)OCCO2)cc1OC (stereo not drawn)	5	-3.3	-7	-3.0	-2	1	2	0	-9
Cn1c(OCc2ccco2)nc2c1c(=O)n(Cc1ccc(Cl)c(Cl)c1)c(=O)n2C	-5	-0.9	27	-1.6	-5	2	-10	.	6
CCn1c2ccccc2c2nc3cc(OC)c(OC)cc3nc21	4	2.8	26	-1.0	8	1	-9	6	7
CCOc1ccc2c(=O)c(Oc3ccccc3)c(C)oc2c1	-1	1.5	7	-2.0	-2	6	-8	-6	-14
Cc1ccc(CNC(=O)CNS(=O)(=O)c2ccc3c(c2)C(C)(C)C(=O)N3C)cc1	-3	-0.7	36	-2.8	1	4	-2	13	-13
CCOc1ccc(C(C(=O)NCCOC)N(CCOC)C(=O)CCC(=O)Nc2ccccn2)cc1 (stereo not drawn)	5	-1.3	2	-1.7	9	-2	-6	-4	-6
O=C(CCN1C(=O)C2C3C=CC(C3)C2C1=O)N1CCN(c2ccccc2Cl)CC1 (stereo not drawn)	0	-0.6	7	-2.1	-2	-3	2	12	10
CCOC(=O)N1CCC(NC(=O)c2ccc3c(c2)N=C(C)c2c(C)ccc(C)c2S3)CC1	-2	0.4	22	0.3	-2	3	-19	13	17
O=C(O)c1ccc(Cl)c(N2C(=O)Nc3ccccc3N2O)c1	-1	0.8	4	-3.2	3	3	-13	6	-5
Cc1cccc(NS(=O)(=O)c2cc(C(=O)OC(C)C(=O)NCc3ccc4c(c3)OCO4)ccc2C)c1 (stereo not drawn)	2	-4.5	19	-3.4	0	-2	-5	.	-11
Cc1ccccc1C(=O)NC(C)c1ccc2c(c1)CCCC2 (stereo not drawn)	2	-3.9	24	-0.8	6	3	-6	14	-13
O=C1C(Cl)=C(Nc2ccccc2O)C(=O)N1c1ccccc1	46*	9.3*	60*	-5.1	-2	2	-4	30	-1
COc1ccc2oc(C(=O)N(C)CCOc3ccccc3)c(C)c2c1	10	-2.4	33	-2.4	1	7	6	13	9
CCOc1ccc2nc(CN3CCN(Cc4ccsc4)C(CCO)C3)ccc2c1 (stereo not drawn)	-4	-2.4	-38	-1.2	8	2	2	3	6
O=C(Nc1ccc(O)cc1)c1c(O)c2c([nH]c1=O)CCCC2	-12	-0.4	-27	-2.9	.	6	4	-5	-5
CC1=C(C(N)=O)C(c2cccc(OCc3ccccc3)c2)n2nnnc2N1 (stereo not drawn)	-1	-0.3	30	-0.4	3	8	0	-5	24
O=C(CNC(=O)c1ccc(Cl)cc1)N/N=C/C=C/c1ccccc1	-4	-2.7	-2	-3.5	4	0	-8	33	-11
COc1ccc(CN2CCNC(=O)C2CC(=O)NC2CCC2)c(OC)c1 (stereo not drawn)	6	-2.8	-12	-3.1	.	4	-8	-6	-15
COc1ccc(OCC(=O)N/N=C\c2ccco2)cc1	-3	-2.3	25	-3.6	6	5	-15	-10	0
Cc1cc(C)nc(N(C#N)CN2C(=O)c3ccccc3C2=O)n1	0	-1.3	35	-3.6	-2	8	4	24	-5
Clc1ccc(CCNc2nc3ccccc3s2)cc1	-1	-2.2	-25	-1.6	-8	8	-1	4	13
Cc1ccccc1S(=O)(=O)Cc1ccc(C(=O)NCCc2ccccc2)o1	-1	-2.1	50	0.5	0	3	1	23	-8
O=C(c1sc2ccccc2c1Cl)N(Cc1ccccc1Cl)C1CCS(=O)(=O)C1 (stereo not drawn)	-3	-1.9	2	1.3	0	1	1	16	15
COc1ccc(-c2onc3ccc(C(C)=O)cc23)cc1	13	5.2	.	1.9	-1	7	-38	-24	-11
Cc1cccc(Nc2nccc(N(C)C)c2C#N)c1	0	-2.0	32	-1.3	-2	.	12	-2	-18
Cc1cccc(-n2ncc3c(N)ncnc32)c1	-16	-1.6	7	-1.8	5	1	6	20	1
CCOc1ccc(CCNC(=O)CCc2nc(-c3ccc(OC)cc3)no2)cc1OCC	-7	-1.8	12	-0.5	2	-2	-4	42	11
COc1ccc(/C=C/C(=O)NC2CCCCCC2)cc1S(=O)(=O)N1CCOCC1	3	-0.5	-21	-2.7	7	6	3	3	-5
COC(=O)c1cc(C#N)c(OC)nc1C	3	-2.2	4	-3.5	3	-1	14	-9	-2
CCOC(=O)C1CCN(CCC(=O)Nc2cccc(C)c2)CC1	-13	0.0	25	-0.3	-11	1	-11	4	-2
Cc1ccc(CCNC(=O)c2nnn(-c3cccc(C)c3)c2N)cc1	3	-2.4	33	-2.7	8	3	-5	29	-15
NC(=O)COC(=O)c1cc([N+](=O)[O-])ccc1NCCO	6	0.8	28	-2.1	-2	6	-9	15	-11
NC(=S)N/N=C/c1ccc(-n2nncc2-c2ccc(Cl)cc2)cc1	4	-3.5	-65	-3.0	1	2	-29	-8	6
COc1ccc(-n2nc(C(=O)N3CCCCC3)c(C)c(C#N)c2=O)cc1	5	-2.7	-11	-1.9	4	1	4	12	-2
O=C1CC(c2ccco2)CC(O)=C1C=NCCN1CCNCC1 (stereo not drawn)	1	-2.1	-3	-0.1	1	-2	-8	23	-11
COc1ccc(Cn2c(=S)[nH]c3ccsc3c2=O)cc1	6	-4.6	-14	-3.4	-1	0	0	23	-2
CCN=C1S/C(=C\c2cn(CC(=O)NCCOC)c3ccccc23)C(=O)N1CC	-12	0.8	49	-0.2	4	2	-8	-4	0
O=C(CN1CCOCC1)Nc1cc(C(F)(F)F)ccc1Cl	12	1.8	23	0.6	4	6	10	-6	-10
COc1ccc(Cl)cc1N1C(=O)C2CCCN2C1c1ccc(F)cc1 (stereo not drawn)	-12	-0.1	-7	-0.1	3	-1	-3	37	-11
COC(=O)c1cc(S(=O)(=O)Nc2ccsc2C(=O)OC)oc1C	-3	-2.4	-6	-3.6	-1	2	-3	.	-11
Cc1nc2cc(-c3cccs3)nn2c(NCC(C)(C)CN(C)C)c1C	-7	2.1	30	-3.9	-2	2	-12	4	-3
